GPR151 activ – human GPR151 activation; Q8TDV0; PathHunter beta-arrestin GPR151 cells, luminescence; activation, % at 11.2 µM; 650,000 compounds, 1% hits; in the data active = activation above about 4.9%;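 also: 0% = median of compound wells and 100% = cells with positive control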
Target sequence (Q8TDV0 whole entry, looked up): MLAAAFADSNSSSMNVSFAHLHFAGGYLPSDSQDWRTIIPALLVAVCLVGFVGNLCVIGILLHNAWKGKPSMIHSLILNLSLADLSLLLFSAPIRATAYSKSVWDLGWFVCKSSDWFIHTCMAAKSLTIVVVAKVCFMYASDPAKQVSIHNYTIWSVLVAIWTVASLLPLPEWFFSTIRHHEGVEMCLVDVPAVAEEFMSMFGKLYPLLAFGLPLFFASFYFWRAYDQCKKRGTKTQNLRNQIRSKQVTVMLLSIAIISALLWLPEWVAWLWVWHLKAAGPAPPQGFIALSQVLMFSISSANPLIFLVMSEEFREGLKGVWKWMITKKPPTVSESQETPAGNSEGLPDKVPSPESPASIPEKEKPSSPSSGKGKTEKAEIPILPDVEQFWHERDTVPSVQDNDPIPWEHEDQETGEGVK
MITF primary – blocks human microphthalmia-associated transcription factor; O75030; AlphaScreen MITF homodimerization, bead proximity signal; inhibition, % at 2.6 µM; 650,000 compounds, 0.91% hits; AID 1259374; in the data active = inhibition above about 50%;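 also: 0% = vehicle wells with protein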
TEAD-YAP inh – TEAD-YAP interaction inhibition | inhibition, % at 9.12 µM | 640,000 compounds, 1.4% hits | HEK-TIYL cells, TEAD-Gal4/YAP UAS-luciferase luminescence; in the data active = inhibition above about 32%;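 also: 0% = median of test compound wells and 100% = reference inhibitor wells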
FBW7 activator – human FBW7 E3 ligase activation, primary screen; Q969H0; AlphaScreen FBW7–phospho-cyclin E peptide binding, activator screen; normalized activity (activation), % at 26.1 µM; 650,000 compounds, 0.13% hits; AID 1259310; in the data active = normalized activity above about 1.9%;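 also: purified mutant Fbw7 with reduced substrate affinity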
Target sequence (Q969H0 whole entry, looked up): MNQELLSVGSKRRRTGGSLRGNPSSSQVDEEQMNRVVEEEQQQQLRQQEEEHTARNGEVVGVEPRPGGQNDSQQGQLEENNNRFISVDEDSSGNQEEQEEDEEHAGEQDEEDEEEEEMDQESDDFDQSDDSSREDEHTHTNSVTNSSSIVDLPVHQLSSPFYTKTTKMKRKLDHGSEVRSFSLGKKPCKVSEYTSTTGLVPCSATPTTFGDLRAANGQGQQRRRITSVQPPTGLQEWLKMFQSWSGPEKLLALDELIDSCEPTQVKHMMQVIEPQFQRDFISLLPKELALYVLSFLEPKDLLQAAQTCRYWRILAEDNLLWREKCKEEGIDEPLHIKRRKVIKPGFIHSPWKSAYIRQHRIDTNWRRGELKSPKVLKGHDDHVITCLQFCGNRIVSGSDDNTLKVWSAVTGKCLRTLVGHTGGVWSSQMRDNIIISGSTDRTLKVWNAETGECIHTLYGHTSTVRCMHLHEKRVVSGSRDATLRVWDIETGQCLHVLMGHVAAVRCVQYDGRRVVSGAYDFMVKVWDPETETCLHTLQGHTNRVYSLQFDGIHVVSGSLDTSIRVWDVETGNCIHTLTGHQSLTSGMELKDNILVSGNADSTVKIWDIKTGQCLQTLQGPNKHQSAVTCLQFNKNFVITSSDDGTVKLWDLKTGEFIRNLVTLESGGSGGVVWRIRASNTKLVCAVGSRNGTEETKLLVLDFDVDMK
Starred values were filed as active, the others as inactive.

SMILES	GPR151 activ	MITF primary	TEAD-YAP inh	FBW7 activator
CC(C)(C)CC(C)(C)NS(=O)(=O)c1ccc(F)cc1	-0.4	13	8	0.5
CCCCNC(=O)CSc1nc2n[nH]c(C)c2c(=N)n1-c1ccc(C)c(Cl)c1	0.5	20	17	-0.3
COc1ccc(C(=O)N2N=C(C)CC2=O)cc1	0.2	1	-7	-0.4
Fc1ccc(CNc2cnccn2)cc1	1.6	-3	-3	-0.1
O=C1NC(=S)S/C1=C\c1ccc(N2CCOCC2)c([N+](=O)[O-])c1	0.0	7	2	0.0
COc1cc2c(cc1OC)C(C(=O)Nc1ccccn1)C(c1cccs1)N(C)C2=O (configuration not stated)	-0.1	-2	-6	-0.1
O=C(NCC1(c2ccccc2)CCCC1)C1CC12CCN(Cc1ccco1)CC2 (configuration not stated)	1.0	-9	-10	0.0
CCC(C)NC(=O)C(=O)Nc1ccccc1 (configuration not stated)	-5.8	-4	-57	0.1
Cc1nc2ccccc2c(=O)n1NC(=O)/C=C/c1ccccc1	-1.2	-1	-6	0.0
Cc1cc(CN(C)Cc2c(C(=O)N3CCc4ccccc4C3)nc3ccc(Cl)cn23)on1	-2.3	-8	11	-0.1
Cc1cc(NC(=O)CSc2nnnn2-c2ccc(F)cc2)no1	0.0	-8	9	-0.5
CCCOc1ccc(C(=O)Nc2cccc(-c3nc4ccccc4[nH]3)c2C)cc1	-1.2	19	-4	0.0
O=C(CSc1nc2ccccc2[nH]1)NCCCO	2.0	-15	-6	0.2
COc1cc(C2C(C#N)=C(N)Oc3n[nH]c(-c4ccc5c(c4)OCO5)c32)cc(OC)c1OC (configuration not stated)	0.2	1	0	-0.1
CN(C)c1ccc(-c2nccnc2NS(=O)(=O)c2ccc(Cl)cc2)cc1	1.0	-10	1	-0.6
CCc1cc2c(=O)c(-c3nc(C)cs3)coc2cc1OC(C)C(=O)NCCO (configuration not stated)	-0.7	-3	9	-0.1
O=C(CC1C(=O)NCCN1CC1CCCCC1)NCCN1CCCCC1=O (configuration not stated)	3.4	12	7	0.6
NC1=NC(=O)C(Cc2ccc(Br)cc2)S1 (configuration not stated)	1.0	0	8	-0.1
CCN(CC)C(=O)Cn1cc(SCC(=O)Nc2ccccc2C)c2ccccc21	0.5	-5	9	0.0
CC(C)(C)CC(=O)N1CCN(S(=O)(=O)c2ccccc2C(F)(F)F)CC1	-0.1	4	-15	0.0
Cc1cc(NC(=O)c2ccccc2O)nc(C)n1	-1.1	6	10	0.2
Nc1ccc2nc(/C=C/c3ccc(Cl)cc3)[nH]c2c1	-3.0	-12	-17	0.1
S=C(NNc1nncc2ccccc12)Nc1cccnc1	-2.0	5	-13	0.1
CC(=O)c1ccc(NC(=O)CSc2nc(=O)cc(N)n2-c2ccccc2)cc1	3.8	3	-35	0.2
NC(=O)CSc1nc2c(c(=O)n1CCc1ccccc1)SCC2	1.6	-1	3	-0.1
CCOC(=O)C1=C(C)Nc2ncnn2C1c1cc(OC)c(O)c([N+](=O)[O-])c1 (configuration not stated)	-0.8	5	-11	0.1
CC(=O)c1ccc(NC(=O)Cc2noc3ccc(C)cc23)cc1	-2.0	8	-3	0.0
CC(C)C(=O)OCC(=O)Nc1ccc(C(N)=O)cc1	-0.7	-11	-5	0.0
C=CCN1C(=O)c2cccc3c([N+](=O)[O-])ccc(c23)C1=O	1.9	17	0	0.0
CCC(C)N1C(=O)C2C(C(=O)Nc3cccc(OC)c3)C3C=CC2(O3)C1C(=O)NC1CCCCC1C (configuration not stated)	-0.5	1	3	-0.1
COc1ccccc1N1CCN(c2c(C)c(C)nc3ncnn23)CC1	0.9	-4	6	-0.3
COc1cc(OC)c(C=O)cc1Br	2.6	-8	-5	0.0
COc1cc(C)c(C)cc1S(=O)(=O)NC1CCCC1	0.3	14	8	0.7
CC(C)C[C@H]1NC(=O)[C@H]2CN(S(=O)(=O)c3ccc(Cl)cc3)CCN2C1=O	1.9	-14	-4	-0.3
CNS(=O)(=O)c1ccccc1Nc1nc(Nc2ccc(N3CCOCC3)cc2OC)ncc1Br	-1.9	0	-18	-0.2
COc1ccc(C=C2C(=O)N(C)C(=S)N(C)C2=O)cc1C	0.3	3	3	-0.1
Oc1ccc(/C=N/Nc2ccc(Cl)nn2)c(O)c1	-4.2	55*	9	-0.4
Cc1cc(=O)oc2cc(OCc3nnnn3-c3ccccc3)ccc12	0.5	7	1	-0.3
COc1ccccc1NC(=O)CSc1nc2n[nH]c(C)c2c(=N)n1-c1ccccc1Cl	4.7	4	5	-0.1
N#Cc1cc([N+](=O)[O-])ccc1NC(=O)COC(=O)CSc1ccc2ccccc2c1	-1.3	10	4	0.0
Cn1ccc(NC(=S)Nc2cccc(C(F)(F)F)c2)n1	-0.7	-5	5	-0.1
Cc1ccc(S(=O)Cc2ccc(C(=O)NC3CC3)o2)cc1 (configuration not stated)	0.0	-2	4	0.0
Cc1c(NC(=O)/C=C/C(=O)O)c(=O)n(C)n1-c1ccccc1	-0.8	22	3	0.4
O=C1N=C2C=CC=CN2C(=O)C1Cc1ccccc1 (configuration not stated)	-0.2	-6	5	0.1
Oc1ccc(C2CC(c3ccccc3O)=NN2)cc1 (configuration not stated)	-11	-13	-50	0.0

Looked up one by one from the entries so far, 3 records:
SMILES	GPR151 activ	MITF primary	TEAD-YAP inh	FBW7 activator
CC(C)C[C@H]1NC(=O)[C@H]2CN(S(=O)(=O)c3ccc(Cl)cc3)CCN2C1=O	1.9	-14	-4	-0.3
COc1cc(C)c(C)cc1S(=O)(=O)NC1CCCC1	0.3	14	8	0.7
Cc1ccc(S(=O)Cc2ccc(C(=O)NC3CC3)o2)cc1 (configuration not stated)	0.0	-2	4	0.0

Single records, from the list above. Order of screens: GPR151 activ, MITF primary, TEAD-YAP inh, FBW7 activator
CCCCNC(=O)CSc1nc2n[nH]c(C)c2c(=N)n1-c1ccc(C)c(Cl)c1 as listed: 0.5, 20, 17, -0.3
NC(=O)CSc1nc2c(c(=O)n1CCc1ccccc1)SCC2 as listed: 1.6, -1, 3, -0.1

The list goes on:
SMILES	GPR151 activ	MITF primary	TEAD-YAP inh	FBW7 activator
O=C(NCCCN1CCCC1=O)c1ccc2nc(Nc3ccccc3)sc2c1	2.1	-7	-24	-0.1
COc1ccc(Nc2ncnc3c2c(-c2ccccc2)cn3-c2ccc(Cl)cc2)cc1Cl	-1.6	13	-4	0.9
Nc1cc(Cl)ccc1C(=O)OCC(=O)c1ccc(Cl)cc1	-0.7	-1	-15	-0.1
NNC(=O)Cn1c(-c2ccccc2)cc(=O)n2ncnc12	4.1	-5	5	0.2
O=C(Nc1cccc(Cl)c1)c1nn2c(C(F)(F)F)cc(-c3ccco3)nc2c1Cl	-1.2	-13	-2	-0.1
Cc1ncn(-c2ccc(Nc3nccc(N4CCC(C(=O)O)CC4)n3)cc2)n1	-1.2	11	9	-0.1
CCc1ccc(NC(=O)c2cccc(C(=O)Nc3ccc(CC)cc3)c2)cc1	2.0	1	-37	-0.1
Cc1c(NS(=O)(=O)c2ccc3c(c2)CCN3C(=O)CCC(=O)O)cccc1C(=O)O	1.8	9	7	0.4
O=C1CCCN1CCCNc1nc(NCc2cccc(C(F)(F)F)c2)c2[nH]cnc2n1	0.7	14	-5	0.1
Cc1nn(CCC#N)c2nc(C(Cl)(Cl)Cl)[nH]c(=O)c12	-0.2	2	-2	0.2
CCOC(=O)c1sc(NC(=O)C(C)Sc2nnc(CNC(=O)Cc3ccccc3)n2-c2ccc(F)cc2)c(C(=O)OCC)c1C (configuration not stated)	-0.5	-10	1	-0.1
CCOC1=C/C(=C/c2c(N)n3nc(COc4ccccc4)sc3nc2=O)C=CC1=O	-1.3	25	18	0.1
Nc1cc(-c2ccc(C(=O)NC3CC3)cc2)ncn1	2.3	10	-2	0.2
COc1ccc(-c2ccc(/C=C(\C#N)C(=O)N3CCOCC3)o2)cc1	-0.2	-8	-17	0.2
COc1ccc(C(=O)NCCc2nnc3n2CCN(CCCc2ccccc2)CC3)cc1	-0.2	-17	2	-0.1

Ordered by length of the SMILES (lowest first): part of the list above
SMILES	GPR151 activ	MITF primary	TEAD-YAP inh	FBW7 activator
O=C(NCCCN1CCCC1=O)c1ccc2nc(Nc3ccccc3)sc2c1	2.1	-7	-24	-0.1
CCc1ccc(NC(=O)c2cccc(C(=O)Nc3ccc(CC)cc3)c2)cc1	2.0	1	-37	-0.1
O=C1CCCN1CCCNc1nc(NCc2cccc(C(F)(F)F)c2)c2[nH]cnc2n1	0.7	14	-5	0.1

The results go on:
SMILES	GPR151 activ	MITF primary	TEAD-YAP inh	FBW7 activator
OCCC1CN(Cc2cc3ccccc3[nH]2)CCN1Cc1ccsc1 (configuration not stated)	0.5	10	-11	0.1
O=C(O)c1ccc(NC(=S)NC(=O)c2cccnc2)cc1	-0.4	-1	3	0.1
Cc1cc2c(c(=O)o1)C(c1ccc(Cl)c(Cl)c1)C(C#N)=C(N)O2 (configuration not stated)	-1.2	9	15	0.0
Cc1c(C(=O)N2CCC(O)CC2)sc2ncnc(NCC3COc4ccccc4O3)c12 (configuration not stated)	-0.4	-17	-8	-0.1
CC(Oc1ccc(F)cc1)C(=O)N1CCc2ccccc21 (configuration not stated)	0.8	-63	-3	-0.2
CC(=O)NCCC(=O)NCC1Cc2cccc(-c3ccccc3C(F)(F)F)c2O1 (configuration not stated)	-0.6	19	7	0.0
CN(C)CCCNC(=O)C(=O)NCC1OCCN1S(=O)(=O)c1ccc(Cl)cc1 (configuration not stated)	1.1	-6	-5	-0.1
CCCCc1nnc(NC(=O)Nc2ccccc2F)s1	-1.9	-8	-47	0.1
Cc1ccc(-c2nc(SCC(=O)N3CCOCC3)c3ccccc3n2)cc1	1.9	3	-3	0.7
Cc1ccc2oc3c(c(=O)c2c1)C(c1ccc(F)cc1)N(c1cc(C)on1)C3=O (configuration not stated)	1.1	-4	6	0.0
COC(=O)c1cc2oc(C)cc2n1CC(=O)Nc1ccc(OC)c(OC)c1	-1.1	17	1	0.6
C=CCNC(=O)/C(C#N)=C/c1c(Oc2ccccc2)nc2c(C)cccn2c1=O	-0.9	16	-2	0.0
CCOc1ccc(NC(=O)Cc2ccc(F)cc2)cc1	-5.8	5	-35	0.4
CCOC(=O)CSc1ccc(C(=O)N2CCc3ccccc3C2)cc1[N+](=O)[O-]	-0.4	6	9	0.2
O=C(CSc1nc(Nc2ccc3c(c2)OCO3)c2ccccc2n1)c1ccc(Cl)c(Cl)c1	0.0	13	-7	0.1

Single entries from the entries so far.
Cc1cc(NC(=O)CSc2nnnn2-c2ccc(F)cc2)no1 in MITF primary: -8
Nc1cc(Cl)ccc1C(=O)OCC(=O)c1ccc(Cl)cc1 in TEAD-YAP inh: -15
CCOC(=O)c1sc(NC(=O)C(C)Sc2nnc(CNC(=O)Cc3ccccc3)n2-c2ccc(F)cc2)c(C(=O)OCC)c1C (configuration not stated) in MITF primary: -10

New compounds follow.
SMILES	GPR151 activ	MITF primary	TEAD-YAP inh	FBW7 activator
COc1ccccc1N1CCN(C(=O)Cc2ccc(Cl)cc2)CC1	0.9	13	-2	1.0
O=c1[nH]c2ccc(Br)cc2c(-c2ccccc2)c1C1=NOC(c2ccccc2)C1 (configuration not stated)	0.4	2	13	0.1
COC(=O)CN(c1cccc(OC)c1)S(=O)(=O)c1ccc(C)cc1	-0.3	-23	4	0.0
Cc1ncsc1CCCNC(=O)CCc1nnc(-c2ccc3c(c2)OCO3)o1	-1.3	3	-18	0.4
Cc1ccc(-c2nc3ccccc3o2)cc1NC(=O)c1ccc(C)c([N+](=O)[O-])c1	2.1	-2	-5	0.2
O=C(NCCOc1ccccc1)c1csc(Nc2ccc(N3CCOCC3)cc2)n1	2.5	-127	39*	-0.1
COc1ccc(N(Cc2ccccc2)C(=O)c2nc(S(C)(=O)=O)ncc2Cl)cc1	-0.2	6	98*	-0.3
Cc1ccc(-c2noc(CCCC(N)=O)n2)cc1	-0.1	10	-6	0.0
O=C(CCc1ccccc1)NNC(=O)COc1ccccc1	2.1	13	0	-0.1
Cc1occc1C(=O)NCc1ccc(C(=O)O)o1	-1.6	15	3	0.2
O=C1CC(C(=O)Nc2cccc(F)c2)n2ncnc2N1 (configuration not stated)	3.9	16	-1	0.2
CCOCCCNC(=O)C1CCCN(Cc2nc(-c3ccc(CC)cc3)oc2C)C1 (configuration not stated)	0.6	1	10	0.0
O=C(/C=C/c1nc2ccccc2[nH]1)NC(=O)c1ccccc1O	1.3	0	-4	-0.1
C=CCN(C(=O)Cc1nc(-c2ccc(OC)cc2)no1)c1ccccc1	0.0	-2	-1	0.0
CC(=O)NCc1ccc(-c2nc3ccccc3s2)cc1	-4.6	-4	-3	0.0
COCC(C)n1c(-c2cccs2)csc1=Nc1ccc(F)cc1 (configuration not stated)	0.4	6	2	-0.2
CCCCc1ccc(C(=O)Nc2ccc3nc(N4CCN(CC)CC4)cc(C)c3c2)cc1	0.9	-3	-8	0.1
CCN(Cc1ccccc1)Cc1ccc(C(=O)NCCn2nc(C)cc2C)c(=O)[nH]1	-0.6	-13	-12	-0.1
CCOc1ccc(NC(=S)NCCCN2CCOCC2)cc1	1.1	11	9	0.0
Cc1ccc(S(=O)(=O)N2CCCCC2)cc1NS(=O)(=O)c1ccccc1F	1.2	-11	1	-0.1
CCOc1ccc(C(=O)Nc2cc(C)ccn2)cc1[N+](=O)[O-]	-1.7	14	-40	0.3
COc1ccc(C(C2C(=O)N(c3ccccc3)N=C2C)C2C(=O)N(c3ccccc3)N=C2C)cc1OC (configuration not stated)	0.5	5	-16	0.0
Cc1cnc(Cl)nc1NCCCN1CCCC1=O	0.8	12	1	-0.1
CCOc1ccc(-n2c(SCC(=O)C(C)(C)C)nc3c(sc(=S)n3-c3cccc(OC)c3)c2=O)cc1	3.3	-3	9	0.1
